Screens deposited in PubChem BioAssay by The Scripps Research Institute Molecular Screening Center.
TLR4 MyD88 blk: blocks binding of human TLR4 to MyD88; O00206; Cell-based TLR4-MyD88 binding inhibition assay; inhibition, % at 10 µM; 16,000 compounds, 0.06% hits; in the data active means inhibition above about 45%
luminol inh ctr: quenches luminol chemiluminescence in Nox1 counter-screen; HRP/luminol/H2O2 chemiluminescence counterscreen; inhibition, % at 6.7 µM; 16,000 compounds, 0.4% hits; AID 1823; further: reference of the scale not given here
rat GALR2 ag: agonists of rat galanin receptor 2 (GALR2); O08726; cell-based GALR2 agonist screen; activation, % at 10 µM; 16,000 compounds, 0.5% hits; in the data active means activation above about 15%
OPRK1 antag MB: antagonists of human kappa opioid receptor OPRK1, Maybridge library | P41145 | OPRK1 cells, antagonist mode, fluorescence readout | inhibition, % at 9 µM | 16,000 compounds, 0.4% hits | AID 652031; in the data active means inhibition above about 50%
NOTCH ag: agonists of NOTCH signaling; NOTCH signaling luciferase reporter cells, luminescence; activation, % at 2.5 µM; 15,000 compounds, 0.4% hits; in the data active means activation above about 2.2%
PME-1 Maybr inh: inhibitors of human PME-1 in Maybridge library. 16,000 compounds, 0.5% hits. inhibition, % at 9 µM. Q9Y570. recombinant PME-1, FP-Rh probe fluorescence polarization; in the data active means inhibition above about 30%
Target sequence (Q9Y570 whole entry, looked up): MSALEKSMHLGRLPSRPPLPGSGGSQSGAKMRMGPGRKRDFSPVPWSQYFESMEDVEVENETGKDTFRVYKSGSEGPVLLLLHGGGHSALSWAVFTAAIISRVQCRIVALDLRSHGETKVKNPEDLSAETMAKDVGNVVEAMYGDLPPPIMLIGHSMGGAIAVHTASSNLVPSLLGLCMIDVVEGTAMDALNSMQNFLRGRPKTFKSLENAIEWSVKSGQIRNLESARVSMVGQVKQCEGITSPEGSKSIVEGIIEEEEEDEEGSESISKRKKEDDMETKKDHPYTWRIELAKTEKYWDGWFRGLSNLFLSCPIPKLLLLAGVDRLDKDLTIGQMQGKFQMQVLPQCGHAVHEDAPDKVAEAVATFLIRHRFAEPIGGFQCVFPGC
S1P1 agonist: activates the human S1P1 receptor | S1P1 agonist cell-based reporter assay | activation, % at 4.5 µM | P21453 | 16,000 compounds, 1.5% hits; in the data active means activation above about 80%
Target sequence (P21453 whole entry, looked up): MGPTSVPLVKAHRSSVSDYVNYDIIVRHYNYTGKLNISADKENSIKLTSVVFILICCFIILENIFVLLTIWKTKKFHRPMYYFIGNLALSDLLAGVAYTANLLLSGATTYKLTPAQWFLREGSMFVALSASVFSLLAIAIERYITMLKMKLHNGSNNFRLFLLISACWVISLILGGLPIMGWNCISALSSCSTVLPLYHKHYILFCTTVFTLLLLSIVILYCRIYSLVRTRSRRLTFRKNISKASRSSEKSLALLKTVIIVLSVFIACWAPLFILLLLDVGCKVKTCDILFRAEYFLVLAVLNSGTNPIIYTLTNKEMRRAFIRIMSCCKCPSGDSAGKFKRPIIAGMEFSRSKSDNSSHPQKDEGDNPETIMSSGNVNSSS
Nox1 inhibitor: inhibitors of human NADPH oxidase 1 (Nox1) | Q9Y5S8 | HT29 cells, luminol chemiluminescence ROS | inhibition, % at 6.7 µM | 16,000 compounds, 0.81% hits | AID 1792
Numbers without * were called inactive; x = not tested or not shown. Unless noted, no stated cut-off is given here; in the data, active means inhibition above about 75%; inactive means the rest.

SMILES	TLR4 MyD88 blk	luminol inh ctr	rat GALR2 ag	OPRK1 antag MB	NOTCH ag	PME-1 Maybr inh	S1P1 agonist	Nox1 inhibitor
CC(=O)c1c(C)nn(-c2ccccc2)c1-c1ccccc1[N+](=O)[O-]	x	-5	-2	-5	-0.3	5	7	1
COc1cc(Cl)c(Cl)cc1Cl	0	-4	-3	4	0.0	2	2	17
Cc1nc(C(F)(F)F)[nH]c(=O)c1C	-1	1	-5	0	-0.3	-3	6	-47
Cc1onc(-c2ccccc2Cl)c1C(=O)N1C=Cc2ccccc2C1C#N (stereo unspecified)	1	3	-11	-6	-0.8	3	6	-24
O=C1CN(c2ccccc2F)C(=O)CN1/N=C/c1cccs1	-5	-2	-5	-10	0.1	2	-7	9
COc1ccc(CO)cc1OCc1ccccc1	-13	-6	-6	0	0.4	5	5	7
CCOC(=O)Cc1nc(N)ncc1C(=O)OCC	-3	-2	-6	17	-0.4	5	-10	-18
C#CCSc1nc(C(OC)OC)ccc1C#N	-2	-2	-9	4	1.5	3	-5	9
C/C(O)=C(/C#N)c1nc(C(C)(C)C)cs1	1	10	-4	-4	-1.0	1	1	-62
CC(=O)Nc1ccc(N=Nc2ccccc2)cc1	3	3	-5	21	-0.1	6	29	11

The last 5 records of the part before come first, to join the parts.
SMILES	TLR4 MyD88 blk	luminol inh ctr	rat GALR2 ag	OPRK1 antag MB	NOTCH ag	PME-1 Maybr inh	S1P1 agonist	Nox1 inhibitor
COc1ccc(CO)cc1OCc1ccccc1	-13	-6	-6	0	0.4	5	5	7
CCOC(=O)Cc1nc(N)ncc1C(=O)OCC	-3	-2	-6	17	-0.4	5	-10	-18
C#CCSc1nc(C(OC)OC)ccc1C#N	-2	-2	-9	4	1.5	3	-5	9
C/C(O)=C(/C#N)c1nc(C(C)(C)C)cs1	1	10	-4	-4	-1.0	1	1	-62
CC(=O)Nc1ccc(N=Nc2ccccc2)cc1	3	3	-5	21	-0.1	6	29	11
Cc1csc2c(N3CCN(C(=O)c4ccc(Cl)cc4)CC3)ncnc12	3	3	-8	7	-0.8	2	25	-14
O=c1[nH]ncn2c1c(-c1ccccc1)c1cc([N+](=O)[O-])ccc12	4	1	-8	8	-0.7	4	16	-40
CCOC(=O)c1c(C)csc1NC(=O)/C(C#N)=C/c1ccc(C#N)cc1	-4	5	-8	-10	x	-1	-16	-38
COc1ccc(OC)c(NC(C)=O)c1	0	-8	-5	2	-0.8	6	-2	-1
CN1NC(c2ccc(Cl)cc2)/C(=N\OC(=O)c2ccc(C(C)(C)C)s2)SC1=S (stereo unspecified)	4	-1	-2	10	0.0	-11	-8	2
O=C(Nc1ccc(S(=O)(=O)Nc2cccc(C(F)(F)F)c2)cc1)c1cccs1	5	-2	-4	12	-0.3	-45	7	-21
O=C(Oc1ccc(F)cc1Cl)c1cc2ccccc2s1	x	0	-4	-31	0.0	-1	-5	-18
O=C1CSC(=Nc2c(Br)cc(F)cc2Br)N1Cc1cccs1	4	-1	-6	15	0.5	10	-16	-68
CS(=O)(=NS(=O)(=O)NC(=O)Nc1cccc(C(F)(F)F)c1)c1ccccc1 (stereo unspecified)	-2	-2	-6	1	-0.5	0	-4	-20
O=C(CSCc1cccc2ccccc12)NNC(=O)C(F)(F)F	-11	-7	-6	-4	x	0	11	20
CSc1c(C#N)c(-c2cccs2)nn1CC(=O)N/N=C/c1c(F)cccc1Cl	-13	-7	-7	-8	-0.4	-40	-20	-5
CSc1nnc(-c2ccc(S(=O)(=O)N=S(C)(=O)c3ccc(Cl)cc3)s2)n1C (stereo unspecified)	-3	-3	-4	3	-0.4	4	8	-11
Cc1c(C#N)c(NC(=O)c2cc(Cl)cc(Cl)c2)n(CC2CC2)c1C	4	1	-2	-40	-0.3	-4	0	27
Cc1cc(-c2onc(C)c2-c2nc(-c3cccc(C(F)(F)F)c3)no2)no1	-7	-5	-4	8	-0.2	4	-4	10
Cc1ccc2nc(NC(=O)c3ccc([N+](=O)[O-])cc3)[nH]c(=O)c2c1	6	-1	-4	3	-0.5	-7	-17	-20
O=C(Nc1cc(F)ccc1F)N1CCN(c2ccnc3cc(Cl)ccc23)CC1	-4	-2	-9	-11	-0.1	4	70	-11
COc1ccccc1C(=O)N=S1CCN(c2ncc(C(F)(F)F)cc2Cl)CC1	16	3	-8	-18	1.8	-5	7	-38
CN1CCC(/C=C/c2cccs2)=N1	-6	2	-6	-10	0.3	-1	-19	-45
CCOC(=O)CSc1ccc([N+](=O)[O-])cc1Cl	-3	-3	-4	-5	-0.3	1	-9	-1
COc1ccc(C(=O)Nc2cccc(-c3nc4ccccc4[nH]3)c2)cc1	-36	-6	-5	-11	x	-8	-22	8
CSC(=NC#N)N1CCN(C(=NC#N)SC)CC1	-22	-2	10	1	0.0	8	5	-6
Cc1cc(C)cc(N2C(=O)CCN(Cc3ccccc3)C2=O)c1	4	-1	-2	-4	-0.5	-1	0	-22
O=C(O)CC(=O)NC(=O)NCc1ccccc1	15	5	-5	6	-0.4	-4	29	-39
N=c1c2c3c(sc2ncn1N)CCC3	7	-3	-2	0	-0.5	5	18	-1
Cc1cccc(C)c1NS(=O)(=O)c1ccc(N)cc1	-9	3	-5	-6	0.2	-1	3	-59
Cc1ccc(S(=O)(=O)N=S(C)(C)=O)cc1	4	4	-5	14	0.3	-2	5	-64
CCOC(=O)CCSc1n[nH]c(=S)s1	-2	-4	-4	-3	0.0	2	-14	-37
O=C1C=CC(=O)N1c1ccc(Oc2ccc(Cl)cc2)cc1	-7	-2	-5	-6	-0.1	-8	-8	-26
COC(=O)c1sccc1N=Nc1c(O)ccc2ccccc12	0	10	-4	20	0.2	-3	2	-24
Nc1nc(Cc2ccc(F)cc2F)no1	-9	-8	-6	-1	-0.2	7	-5	-20
O=c1cc(O)c2c(n1-c1ccccc1)CCCC2	-4	2	-6	-15	-0.7	-7	2	14
Cc1ccc2nc(-c3ccc4c(c3)OCCO4)cn2c1	4	13	-4	19	-0.2	4	-1	-48
O=C(Nc1ccc(OCc2ccccc2)cc1)N1CCCN(c2nccc(C(F)(F)F)n2)CC1	-2	-35	-3	10	-0.5	0	3	18
C/C(CC1(CC(C)C)CCCCC1)=N\NC(N)=O	-4	-7	-1	20	0.1	5	-15	10
COCCCNC(=S)N/N=C/C=C/c1ccccc1	-1	7	-7	-8	0.1	3	-4	-108
Cc1ncc2c(c1O)COC(C(C)C)OC2 (stereo unspecified)	2	27	-5	24	0.0	6	3	17
COc1cc(/C=N/NC(=S)NC2CC3C=CC2C3)cc(OC)c1OC (stereo unspecified)	-4	7	-6	-29	-0.5	7	-29	-44
CC(C)(C)OC(=O)NC1CCN(c2nccc(C(F)(F)F)n2)CC1	7	0	-5	-8	-0.3	3	-3	-41
O=C(CSc1nc2ccccc2o1)N1CCCc2ccccc21	5	1	-6	-8	-0.6	1	1	-37
N#C/C(=C\c1ccc[nH]1)C(=O)NCCc1ccccn1	-2	-3	-6	16	-0.7	2	3	-61
CC1C2=C(CC(C)(C)CC2=O)OC2=C1C(=O)CC(C)(C)C2	8	2	-4	-10	-0.2	-1	-4	-32
O=C(O)COCC(=O)NC1CCCCNC1=O (stereo unspecified)	-3	3	-5	5	-5.9	-1	-8	-48
COc1ccc(C(=O)O/N=C(/c2cccs2)C(C)(C)C)cc1	13	3	-6	5	-0.7	-25	-3	-28
Cc1cc(Nc2ccc(F)c(Cl)c2)nc(N)n1	-1	-2	-8	5	0.5	4	-10	4
COC(=O)c1cc(/C=C(\C#N)C(=O)O)c(OC)cc1OC	-11	-1	-5	20	0.0	0	1	-11
Cc1ccc2c(c1)N(CCO)C(C)(C)CC2C (stereo unspecified)	-7	-16	-5	6	-0.1	0	-29	71
Cc1onc(-c2ccccc2)c1N1C(=O)CCN(Cc2ccccc2)C1=O	-6	-5	-3	-14	0.3	6	2	-19
CNc1ncnc(N2CCCCC2)c1[N+](=O)[O-]	1	4	-9	-1	x	-2	-8	-90
Cc1ccc(S(=O)(=O)Oc2ccc(-c3ccc(OS(=O)(=O)c4ccc(C)cc4)cc3)cc2)cc1	1	-57	-6	6	0.7	2	1	-18
CSC1=NCCN1CC(=O)c1ccc(Cl)cc1	1	-1	-5	14	x	4	1	11

Additional results:
SMILES	TLR4 MyD88 blk	luminol inh ctr	rat GALR2 ag	OPRK1 antag MB	NOTCH ag	PME-1 Maybr inh	S1P1 agonist	Nox1 inhibitor
COc1ccc(OC)c(S(=O)(=O)Nc2cccc(Cl)c2)c1	-3	-1	-7	13	-0.5	3	-5	-19
CCc1ccc(C(=O)N(Cc2ccccc2)C(C)C)cc1	-1	-6	-8	-22	x	5	-2	-12
CCCS(=O)(=O)/C(C#N)=C/Nc1ncccn1	-2	0	0	9	0.2	-1	-9	-17
CCOC(=O)c1c(NC(C)=O)nc(SC)n1Cc1ccco1	-3	2	-6	-1	-0.3	1	-7	-37
COc1ccc(-c2cn3cccc(OCc4ccc(Cl)c(Cl)c4)c3n2)cc1	-1	4	-9	-7	-1.0	-19	2	25
Cn1c(N2C(=O)c3cccc4cccc(c34)C2=O)nc2ccccc21	-1	-2	2	-9	0.3	3	3	13
CC(C)N(C(=O)NC(=O)c1csnn1)C(C)C	-2	-3	-4	13	-0.2	7	4	-14
S=c1[nH]nc(CSc2nc(-c3ccccc3)cn2-c2ccccc2)n1-c1ccccc1	1	2	-8	-18	-0.4	3	-37	-12
COc1cc(/C=N/NC(=S)Nc2cc(OC)c(Cl)cc2OC)ccc1O	-7	-25	-5	-4	-0.1	12	-1	18
C/C=C/CC(=O)NCC(N)=O	1	-7	-4	13	-0.5	6	-2	-3

The last 5 compounds of the section above come first, to join the parts.
SMILES	TLR4 MyD88 blk	luminol inh ctr	rat GALR2 ag	OPRK1 antag MB	NOTCH ag	PME-1 Maybr inh	S1P1 agonist	Nox1 inhibitor
Cn1c(N2C(=O)c3cccc4cccc(c34)C2=O)nc2ccccc21	-1	-2	2	-9	0.3	3	3	13
CC(C)N(C(=O)NC(=O)c1csnn1)C(C)C	-2	-3	-4	13	-0.2	7	4	-14
S=c1[nH]nc(CSc2nc(-c3ccccc3)cn2-c2ccccc2)n1-c1ccccc1	1	2	-8	-18	-0.4	3	-37	-12
COc1cc(/C=N/NC(=S)Nc2cc(OC)c(Cl)cc2OC)ccc1O	-7	-25	-5	-4	-0.1	12	-1	18
C/C=C/CC(=O)NCC(N)=O	1	-7	-4	13	-0.5	6	-2	-3
O=C(/C=C/c1ccc(OC(F)(F)F)cc1)NNC(=O)c1ccc(Cl)cc1	14	-1	-5	15	-0.1	-15	-2	2
COc1cc2c(cc1OC)C(C)N(C(=S)Nc1cc(OC)c(OC)c(OC)c1)CC2 (stereo unspecified)	5	6	-6	2	-0.2	-3	-16	-45
O=C(CC(=O)N1CCCC1)N1CCCC1	-1	-2	-5	9	-0.5	-2	-20	-31
Cc1nnsc1C(=O)NNS(=O)(=O)c1cccs1	2	18	-4	-9	0.4	5	1	-3
N#C/C(=C\c1ccccc1N1CCOCC1)S(=O)(=O)c1ccccc1	-10	5	-2	4	-0.5	5	-20	-54
FC(F)(F)c1ccc(-n2cncn2)nc1	7	3	-4	-8	-0.8	-3	13	-56
COC(=O)c1cc(OC)c(OC)cc1NC(=O)c1cc(C(C)(C)C)oc1C	-11	-3	-7	-22	-0.7	4	-15	3
Cc1cc(C)c2c(n1)sc1c(=O)oc(C)nc12	-8	1	-2	-7	-0.1	0	-15	-46
CCOc1ccc(C=C2C(=O)NC(=S)NC2=O)cc1OC	-1	7	-4	-3	-0.8	1	-2	1
Cc1csc(NC2CCCCC2)[n+]1C	-3	4	-9	6	-0.1	-3	-9	-34
Cc1cc(Sc2nnc(/N=C/N(C)C)s2)c2ccccc2n1	5	3	-5	3	-0.1	-1	18	28
CSc1nnc(SC2=CC(=O)CC(c3ccccc3)C2)s1 (stereo unspecified)	-7	-3	-14	4	3.3*	9	60	28
O=C(Nc1ccc(F)cc1F)C(=S)N1CCOCC1	14	0	-1	8	0.1	-4	11	-109
CSc1cc(C)nc2ccccc12	5	1	-8	-10	x	-3	-14	-43
N=c1c2c(F)cccc2ncn1NC(=O)c1ccncc1	6	8	-8	0	-0.8	-2	-4	4
Cn1nc(NC(=O)c2ccc(CSc3ccc(Cl)cc3)o2)c2c(F)cccc21	2	1	-5	8	-0.3	-3	-2	-40
FC(F)(F)c1cccc(CSc2n[nH]c(=S)s2)c1	-17	99*	-5	6	-0.6	7	12	15
COc1ccc(C(=O)NCCCOc2cccc(NC(C)=O)c2)cc1	-1	-5	-3	2	-0.5	5	-15	-1
O=C1CSC(c2cc3ccccc3o2)N1c1ccc(F)cc1 (stereo unspecified)	-3	0	-4	23	0.6	2	8	-36
O=C(NNc1ccc(OC(F)(F)F)cc1)C1CCCCC1	-10	19	-5	-19	0.3	5	-11	46
